# Screening results as filed in PubChem.
# HP1b binding inh: blocks HP1-beta chromodomain binding to methylated histone tails. P83916. AlphaScreen HP1-beta / biotin-H3K9me3 peptide binding. Potency, µM (series often up to 114 µM), for inactives: at the highest dose activity change, negative = inhibition, usual class: inhibitors. 390,000 tested, 0.56% active. AID 540317; note: nearly all actives have a fitted effect of over 70% in size; inactives centre near 23
# Target sequence (P83916 whole entry, looked up): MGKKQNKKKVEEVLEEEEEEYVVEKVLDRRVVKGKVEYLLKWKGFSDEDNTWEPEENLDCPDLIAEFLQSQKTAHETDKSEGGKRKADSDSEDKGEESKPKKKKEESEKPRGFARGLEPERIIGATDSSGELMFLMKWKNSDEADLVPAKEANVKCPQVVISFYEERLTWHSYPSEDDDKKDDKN
#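 Compound inhibition of the preformed complex between 50 nM HP1-beta and 50 nM biotinylated H3K9me3 peptide was read by AlphaScreen. Buffer was PBS pH 7.4 with 0.01% Tween-20. Incubations ran 30 min at room temperature, with 10 ug/mL donor/acceptor beads.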
# 12-LOX inh: blocks human arachidonate 12S-lipoxygenase. 580,000 tested, 1.1% active. P18054. purified 12hLO, xylenol orange hydroperoxide absorbance. Potency, µM (top dose mostly 108 µM), for the others: at the highest dose activity change, negative = inhibition, hits mostly inhibitors. AID 1671190; note: % is set by controls: 0 for no effect and ±100 for the full control effect
#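 Purified human 12hLO at 150 nM in 25 mM Hepes, 0.01% Triton X-100, pH 7.0, preincubated 15 min at room temperature with compound. Reaction started with 40 uM arachidonic acid, 30 min at room temperature. Hydroperoxide measured by Fe-xylenol orange, 573/405 nm absorbance ratio.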
# GLS inhibitor: inhibitors of human glutaminase (GLS); Potency, µM (doses to about 45.5 µM), inactives show top-dose activity change, negative = inhibition, hits mostly inhibitors; 410,000 tested, 0.21% active; O94925; GLS enzymatic activity, qHTS titration; note: % is set by controls: 0 for no effect and ±100 for the full control effect
#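 Compounds were pin-transferred onto hKGA, after which L-glutamine (1 mM solution) and a detection mix of glutamate oxidase, HRP and Amplex Red were added. Initial and 30 min RT fluorescence reads were collected.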
# RGS4 inh: blocks human RGS4-accelerated GTP hydrolysis; P49798; Transcreener GDP fluorescence polarization, RGS4-accelerated GTP hydrolysis; Potency, µM (titrated, usually from 114 µM), inactives show at the top dose activity change, negative = inhibition, most hits filed as inhibitors; 390,000 tested, 0.039% active; AID 504845; note: % is set by controls: 0 for no effect and ±100 for the full control effect; nearly all actives have a fitted effect of over 75% in size; some results filed as inactive show a strong effect at the top dose
#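 MLSMR compounds (23 nl, pin-transferred) preincubated 10 min at room temperature with a 500nM (2x) first reagent, then RGS4 at 900nM (2x) plus Transcreener GDP mix added; fluorescence polarization (620/688 nm) read before and after 90 min at 30 °C.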
# PGK inhibitor: inhibitors of T. brucei phosphoglycerate kinase; PGK/GAPDH coupled, Kinase-Glo luminescence, 60 min; Potency, µM (top dose mostly 57.5 µM), inactives show at the highest dose activity change, negative = inhibition, most hits filed as inhibitors; 380,000 tested, 0.043% active; AID 602233; note: % is set by controls: 0 for no effect and ±100 for the full control effect; nearly all actives have a fitted effect of over 60% in size
#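 Luminescent ATP detection (Kinase-Glo Plus) follows a 60-minute room-temperature incubation, with wells lacking PGK as controls. Buffer: 100 mM TEA (pH 7.6), 5 mM MgCl2, 0.01% Tween-20. Coupling enzyme GAPDH (100 nM final) supplies unstable 1,3-BPG in-well.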
# JMJD2A Tudor: blocks the human JMJD2A Tudor domain; Potency, µM (top dose mostly 114 µM), inactives show at the highest dose activity change, negative = inhibition, hits mostly inhibitors; 390,000 tested, 4.4% active; AlphaScreen JMJD2A-Tudor / H3K4me3 peptide binding; note: % is set by controls: 0 for no effect and ±100 for the full control effect; nearly all actives have a fitted effect of over 50% in size
# TrxR1 inh: inhibitors of rat thioredoxin reductase 1; O89049; recombinant rTrxR1, NADPH fluorescence consumption, selenite substrate; Potency, µM (series often up to 114 µM), for the others: at the highest dose activity change, negative = inhibition, most hits filed as inhibitors; 390,000 tested, 1% active; AID 588453; note: % is set by controls: 0 for no effect and ±100 for the full control effect; nearly all actives have a fitted effect of over 65% in size
#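 Rat TrxR1 (90 nM in the dispensed reagent) was pre-reduced with 400 uM NADPH for 5 min at room temperature, then incubated with compound for 15 min. After 400 uM selenite was added, NADPH fluorescence (Ex 340/Em 450 nm) was followed for 8 min.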
# ERG Ets-DNA blk: ERG Ets/DNA interaction inhibition | P11308 | fluorescence polarization, His-ERG Ets domain / labelled DNA | Potency, µM (top dose mostly 76.9 µM), without a hit: at the highest dose FP activity, negative = inhibition, actives largely listed as inhibitors | 370,000 tested, 0.028% active | AID 624246; active = well fitted inhibition curve with a large enough effect in the polarisation, with a control signal flat; inconclusive = small, poorly fitted or top-dose-only effect, or effect the other way, or a change in a side signal; inactive = no such curve, though single readings can be large or run the other way; the % refers to the polarisation;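 note: polarization taken with two DNA probes labelled with fluorescein and Texas red; % of control where 0% means no effect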
# Target sequence (P11308 whole entry, looked up, the tested form may be a part): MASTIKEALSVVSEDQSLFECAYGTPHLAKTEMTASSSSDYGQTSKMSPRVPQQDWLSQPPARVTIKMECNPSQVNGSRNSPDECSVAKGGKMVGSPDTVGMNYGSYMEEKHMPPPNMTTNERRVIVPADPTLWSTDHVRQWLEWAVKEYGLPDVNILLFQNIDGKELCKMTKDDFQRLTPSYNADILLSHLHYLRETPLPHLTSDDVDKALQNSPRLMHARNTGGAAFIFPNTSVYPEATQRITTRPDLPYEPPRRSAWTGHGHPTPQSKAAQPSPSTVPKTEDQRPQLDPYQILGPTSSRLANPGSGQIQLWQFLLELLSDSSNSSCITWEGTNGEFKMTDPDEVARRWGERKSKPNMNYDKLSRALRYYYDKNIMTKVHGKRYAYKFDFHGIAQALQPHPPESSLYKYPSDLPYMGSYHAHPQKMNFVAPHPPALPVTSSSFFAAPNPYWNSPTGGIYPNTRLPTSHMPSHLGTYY
#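 His-tagged ERG Ets domain (1 uM in the protein solution; 300mM KCl, 50mM Tris-HCl, 1mM EDTA, 1mM DTT, pH 7.5) received compound, then a probe mix of 5 nM fluorescein-DNA and 100nM Texas-615-DNA. Fluorescence polarization was read for both dyes.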
# Pin1 inh: human Pin1 inhibition. Pin1 FP peptide displacement, HiFluor488, 10 min. Potency, µM (doses to about 115 µM), inactives show top-dose activity, negative = inhibition, actives largely listed as inhibitors. 390,000 tested, 0.009% active; active = well fitted inhibition curve with a large enough effect in the polarisation, with a control signal flat, not every such curve was filed as active; inconclusive = small, poorly fitted or top-dose-only effect, or effect the other way, or a change in a side signal; inactive = no such curve, though single readings can be large or run the other way; the % refers to the polarisation; note: % is set by controls: 0 for no effect and ±100 for the full control effect
# Target sequence (Q13526 whole entry, looked up): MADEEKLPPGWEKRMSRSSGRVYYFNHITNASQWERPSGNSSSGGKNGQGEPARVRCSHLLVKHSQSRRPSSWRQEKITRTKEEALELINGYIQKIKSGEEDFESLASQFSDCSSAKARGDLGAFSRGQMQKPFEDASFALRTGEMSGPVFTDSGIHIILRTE
# An asterisk follows results filed as active; i = inactive; ? = inconclusive; · = no result given; & = joins results of further samples; [ ] = dose if it differs, or a comment. Unless noted, calls come from the whole dose curve; as a rule, active = well fitted curve in the direction sought with a large enough effect; inconclusive = small, poorly fitted or top-dose-only effect, or another doubt; inactive = no such curve, though single readings can be large; an effect the other way counts as inactive or inconclusive. Potency is the fitted concentration of half-maximal effect.
HP1b binding inh | 12-LOX inh | GLS inhibitor | RGS4 inh | PGK inhibitor | JMJD2A Tudor | TrxR1 inh | ERG Ets-DNA blk | Pin1 inh | SMILES
31.6% | 3.3% | -8.7% | 13.1% | · | -1.3% | 16.8%[57.1 µM] | -8.3% | 2.0% | Cc1c(-c2nc(-c3ccc4c(c3)OCO4)no2)nnn1-c1cccc(C(F)(F)F)c1
-38.2%[57 µM] | -8.9% | -11.1% | ? | i | 12.6µM* | -23.5% | 19.1% | -1.3% | CC(C)c1ccc(/C=C2\SC(=S)N(CCC(=O)N3CCCCC3CCO)C2=O)cc1 (configuration not stated)
24.3% | -13.4% | 4.7% | -15.1% | -4.3% | ? | -0.7% | 14.9% | ? | COc1ccccc1/C=C1/SC(=S)N(CCC(=O)Nc2cccnc2)C1=O
32.5% | -6.4% | -2.0% | -0.7% | -0.3% | -21.1% | -9.7% | 5.9% | -12.6% | Cc1ccc(CS(=O)Cc2ccc(C(=O)N3CCOCC3)o2)cc1 (configuration not stated)
23.9% | -8.1% | 0.1% | -11.2% | 0.2% | 10.4% | 14.5%[57.1 µM] | -4.2% | 3.7% | CCCCN(C(=O)c1ccc(Cl)c([N+](=O)[O-])c1)c1c(N)n(CCC)c(=O)[nH]c1=O
-8.0% | 20.4% | 9.3% | ? | 6.0% | -15.8%[11.4 µM] | 8.9%[57.1 µM] | -10.2% | -9.8% | Cc1cc(C)cc(N(CC(=O)NCCSCc2ccccc2)S(C)(=O)=O)c1
14.1% | i | ? | 10.3% | i | -17.9% | 7.0% | -9.3% | 7.0% | Cc1cc(C)cc(NC(=O)c2ccc(NC(=O)c3ccco3)cc2)c1
42.5%[activator] | 15.2% | 1.9% | 14.4% | -1.0% | 2.6% | 4.0%[57.1 µM] | 5.4% | 0.9% | CCc1ccccc1OCc1nnc(N)s1
-9.3% | -9.8% | -6.8% | ? | 3.5% | ? | 10.7%[57.1 µM] | 3.2% | -3.9% | CCCCC(=O)Nc1ccccc1N1CCN(c2ccc(F)cc2)CC1
56.7%[activator] | 2.4% | -3.0% | 15.8% | 9.7% | 11.4% | 21.5%[57.1 µM] | 3.9% | -0.3% | CC(=O)N1N=C(c2cccc(Br)c2)OC12CCCC2
1.4% | 5.2% | 1.8% | 9.0% | i | -9.3% | 5.6%[57.1 µM] | 2.7% | -5.7% | CCOc1ccc(N(CC(=O)NCCc2ccccc2)S(=O)(=O)c2ccccc2)cc1
43.5%[activator] | ? | -4.4% | -18.1% | 0.7% | -9.0% | -31.6% | -9.4% | 5.6% | CC(=O)Nc1ccc(NC(=O)C2CC(=O)N(Cc3ccco3)C2)cc1 (configuration not stated)
-58.5% | ? | 0.8% | ? | i | 28.2µM* | -17.7% | 11.7% | -17.0% | N#Cc1c(/N=C/c2ccco2)oc(-c2ccccc2)c1-c1ccccc1
19.8% | -9.6%&30.3% | 10.2% | 0.9% | 5.5% | -17.8% | -2.3% | -5.4% | ? | O=C(NCCc1c[nH]c2ccccc12)c1ccc(F)cc1F
33.0% | -4.3% | 5.8% | 1.7% | 1.4% | -15.0% | -12.0% | 1.9% | -6.7% | COC(=O)c1[nH]c(C)c(/C(O)=C2\C(=O)C(=O)N(CCN(C)C)C2c2cccs2)c1C (configuration not stated)
27.0% | ? | -4.5% | -7.4% | 4.2% | 2.7% | 9.6% | 0.2% | 3.9% | CCCCCn1c(=O)[nH]c2cc(C(=O)NCc3ccco3)ccc2c1=O
35.7% | 5.0% | 2.6% | -10.8% | -2.4% | -4.1% | -2.4% | 1.0% | 0.5% | O=C(C1CCCCC1)N1CCCn2c1nc1ccccc12
30.8% | -4.3% | 0.6% | 2.6% | -8.1% | -7.0% | 4.1%&15.4% | 10.2% | -9.1% | CN1CCC(=O)N([C@H](CSc2ccccc2)Cc2ccccc2)CC1
20.1% | -3.0% | -5.1% | 0.5% | -0.7% | 0.6% | 24.3%[57.1 µM] | 2.8% | -9.5% | Cc1nc2nc(NCc3cccs3)nn2c(C)c1Cl
34.1% | -18.2% | 5.8% | 9.0% | 5.0% | -11.3% | -10.6% | 5.6% | 2.2% | NC(=O)c1ccc(Sc2nnc(-c3cccs3)n2CC2CCCO2)c([N+](=O)[O-])c1 (configuration not stated)
22.4% | -20.7% | 20.4% | 7.6% | 10.7% | -8.8% | 2.0% | -8.4% | -14.3% | COCCN(Cc1ccccc1)C(=O)c1ccc2c(=O)n3c(nc2c1)CCC3
3.7% | -4.0% | -25.8% | -12.0% | -5.1% | -18.6% | 22.2% | 1.6% | 1.1% | Cc1nn(C)c(C(=O)NN)c1Cl
37.5%[activator] | -20.3% | 1.2% | 0.9% | 7.3% | -2.1% | 22.0% | -6.4% | -3.9% | O=C(CSc1nnc(-c2ccccc2O)o1)N1CCCCC1
14.9% | ? | 16.0% | -36.1% | -7.8% | -32.9% | ? | 111.4%[activator] | 73.9%[activator] | CCOc1cc(/C=C2\CCCC(C(=O)C(F)(F)F)=C2O)ccc1O
26.1% | 4.4% | 1.3% | 15.9% | -1.8% | -26.2% | 7.4% | -5.5% | 1.4% | CC(=O)C[C@@H](O)CC(=O)[C@@H]1OC(=O)CCCCC/C=C/Cc2ccccc21

# The listing continues:
HP1b binding inh | 12-LOX inh | GLS inhibitor | RGS4 inh | PGK inhibitor | JMJD2A Tudor | TrxR1 inh | ERG Ets-DNA blk | Pin1 inh | SMILES
11.7% | 32.4%[activator] | 21.0% | 1.6% | 4.1% | -23.9% | -8.5% | -6.1% | -2.2% | Nc1c(NCCCN2CCOCC2)c2ccccc2oc1=O
31.1% | -14.6% | 1.4% | 16.6% | 8.3% | -17.8% | 13.9% | 1.6% | -3.6% | COc1ccc(CNC(=O)C2CCN(C(=O)N3CC(C)Oc4ccc(C)cc43)CC2)cc1 (configuration not stated)
14.8% | -29.5% | 12.2% | -5.0% | i | -28.5% | -1.0% | 2.5% | 5.5% | CNC(=O)N(O)C1N(/N=C/c2ccc(N(C)C)cc2)C(=S)SC1(C)C (configuration not stated)
17.6% | 131.8% | 28.8% | 5.7% | 4.1% | -19.6% | 13.4% | -4.0% | -0.2% | N#Cc1c(C#N)c(-c2ccccc2)n(-c2ccc(C(=O)O)cc2)c1N
18.5% | 9.3% | -0.3% | -23.8% | i | -5.8% | 4.4% | -1.0% | -0.6% | CCOC(=O)c1c(C)c(C(=O)NCC2CCCO2)c(C)n1CC (configuration not stated)
11.9% | -25.3% | ? | -25.9% | i | -14.7% | 11.2%[57.1 µM] | -4.0% | 0.7% | COc1cccc(NC(=O)CSC2=Nc3ccccc3C3=NC(CC(=O)NCc4ccc5c(c4)OCO5)C(=O)N23)c1 (configuration not stated)
52.4%[activator] | -7.0% | -6.2% | -3.6% | -8.2% | -12.5% | 9.5%[57.1 µM] | -4.7% | 2.2% | O=C(Nc1ccc(Cl)c(S(=O)(=O)N2CCOCC2)c1)c1ccccc1-c1ccc(C(F)(F)F)cc1
6.5% | 3.4% | 13.0% | -12.5% | -5.3% | -16.5% | -5.0% | 9.3% | 7.7% | C=CCn1c(SCC(=O)Nc2sccc2C(N)=O)nc2ccccc2c1=O
20.6% | -9.0% | -14.6% | 6.7% | i | -6.7% | 13.4% | -0.3% | 6.8% | COC(=O)c1sc(S(=O)(=O)N2CCCCC2)c(C(=O)OC)c1C
38.7%[activator] | 21.6% | -11.0% | -5.0% | 5.2% | 4.1% | -14.7% | -0.3% | 0.1% | Cc1nn(C)c(C)c1NC(=O)CCSc1nc(-c2ccco2)cc(C(F)(F)F)n1
26.1% | ? | 10.7% | 0.9% | 0.2% | -22.8% | 4.9%[57.1 µM] | -1.2% | ? | O=C(NCc1ccco1)c1cccc2c1C(=O)c1ccc(N3CCCC3)cc1S2(=O)=O
35.0% | -21.8% | 10.4% | 8.6% | 2.1% | -5.1% | -2.9% | 2.3% | -0.3% | Cc1ccc(S(=O)(=O)N2CCCOC2CNC(=O)C(=O)NCc2ccco2)cc1 (configuration not stated)
34.2% | ? | -0.4% | -10.4% | -2.3% | -12.6% | ? | 7.8% | 31.6%[activator] | COc1ccc(CCC(=O)Nc2sccc2C#N)cc1
26.3% | 0.0% | -7.4% | -19.2% | -4.1% | -4.7% | 14.4% | -14.3% | -1.4% | CCc1ccccc1NC(=O)N1CCC(NC(=O)C(Cc2ccc(OC)c(OC)c2)NC(C)=O)CC1 (configuration not stated)
18.4% | 2.1% | 10.3% | 12.6% | 3.3% | -18.4% | 12.8%[2.29 µM] | -17.7% | 2.6% | CCN1CCN(c2cc(C)c3cc(NC(=O)c4ccccc4F)ccc3n2)CC1

# Not all compounds are listed, so the mix of outcomes need not match the whole.
